Assay outcomes as filed in PubChem BioAssay.
Keap1-Nrf2 PPI = disrupts human Keap1 binding to Nrf2 peptide. Keap1 Kelch-Nrf2 peptide fluorescence polarization, 1536-well. inhibition, % at 9.4 µM. Q14145. AID 504523. 340,000 compounds, 0.15% hits; in the data active = inhibition above about 12%;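 note: human Keap1 Kelch domain with fluorescein labeled Nrf2 9mer peptide probe; 0% = neutral control wells and 100% = peptide positive control; higher means more block of Keap1 binding to Nrf2 peptide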
PvdQ acylase = P. aeruginosa PvdQ acylase inhibition | AID 488965 | 340,000 compounds, 0.063% hits | inhibition, % at 10 µM | purified PvdQ acylase, fluorescence plate reader; in the data active = inhibition above about 30%, passing the limit was not always enough;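 note: 0% = vehicle neutral wells and 100% = reference inhibitor wells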
NSD2 inh = inhibitors of human histone methyltransferase NSD2; NSD2 peptide methylation, AlphaScreen, 120 min; 310,000 compounds, 0.54% hits; inhibition, % at 12.5 µM; O96028; in the data active = inhibition above about 50%
C-LANA FP = inhibitors of KSHV LANA C-terminal domain DNA binding. MBP-C-LANA/FAM-LBS DNA binding, fluorescence polarization. inhibition, % at 9 µM. 340,000 compounds, 0.078% hits;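 active = highest replicate inhibition at or above 60% at 9 µM, even if other replicates fall short; inactive = all replicates below 60% inhibition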;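 note: 0% = neutral control wells and 100% = 4 µM acridine orange control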
PKA-R2B act = activators of human PKA-R2B complex; P22694+P31323; PKA-R2B holoenzyme dissociation, Cy5-IP20 fluorescence polarization; R2B truncated from residue 108, S112A mutant; 0% DMSO only, 100% 113 µM cGMP; activation, % at 11.4 µM; 340,000 compounds, 0.079% hits;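 active = activation above a cutoff set at the mean over all compounds plus 3 SD, cut at about 18% in these data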;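 note: higher means more holoenzyme dissociation and a rise in polarization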
Target sequence (P31323 whole entry, looked up, other chains not shown, the tested form may be a part): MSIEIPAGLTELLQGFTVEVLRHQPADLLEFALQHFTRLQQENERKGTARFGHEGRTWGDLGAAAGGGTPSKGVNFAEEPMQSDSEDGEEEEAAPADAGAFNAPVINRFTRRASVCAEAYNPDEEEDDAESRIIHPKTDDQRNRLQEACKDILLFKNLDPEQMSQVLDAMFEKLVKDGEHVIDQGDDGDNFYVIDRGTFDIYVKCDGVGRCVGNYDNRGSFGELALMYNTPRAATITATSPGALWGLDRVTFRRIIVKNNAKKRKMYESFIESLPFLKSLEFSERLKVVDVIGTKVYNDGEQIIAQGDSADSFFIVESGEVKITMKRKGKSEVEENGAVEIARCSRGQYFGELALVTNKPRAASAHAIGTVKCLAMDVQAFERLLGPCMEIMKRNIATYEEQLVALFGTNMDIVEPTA
SR-BI DiI-HDL act = SR-BI HDL lipid transfer activation; CHO ldlA[mSR-BI] cells, DiI-HDL uptake fluorescence, 3 h; 100 = double the neutral-control signal; activation, % at 12.5 µM; 320,000 compounds, 0.096% hits; AID 504775;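 active = mean replicate activation of at least 60% and every replicate at or above 60%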;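 note: 0% = median plate neutral-control signal and 100% = twice that signal; values of inactives mirror those of a sister screen read the other way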
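Test system: SR-BI-overexpressing, LDLR-lacking CHO cells; Also added: labelled HDL, 10 µg/mL; Measured by: bottom-read cell fluorescence after medium removal, ex 550/em 595 nm; Timing: 3 h uptake period with compound, 37 °C; Buffer or medium: F12, 0.5% BSA, 25 mM HEPES; Doses: single compound concentration, delivered by pin transfer.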
Arrestin-AP2 inh = blocks beta-arrestin peptide binding to AP2 adaptin | inhibition, % at 10 µM | 340,000 compounds, 0.31% hits | FITC-arrestin peptide / GST-AP2 beads, flow cytometry; AP2 beta2 appendage carries R879A mutation;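 active = inhibition above a set limit, near 3 SD of compounds lacking own fluorescence, cut at about 54% in these data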;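 note: plate controls were DMSO wells for no effect and 5 µM unlabelled arrestin peptide for full effect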
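Material – GST-tagged AP2 beta2-adaptin appendage (R879A) on 4 µm glutathione beads · Probe or stimulus – fluorescein-tagged arrestin peptide at 50 nM final · Timing – 12 min plus 1 h, RT · Detection – bead flow cytometry, FITC channel · Read-out basis – inhibition as reduced fluorescein signal on beads, percent · Medium – PBS plus Tween 20 (0.05%) and BSA (0.1%)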
SR-BI HDL uptake = mouse SR-BI HDL lipid transfer inhibition. Q61009. ldlA[mSR-BI] CHO cells, DiI-HDL uptake fluorescence, 3 h. inhibition, % at 12.5 µM. 320,000 compounds, 0.96% hits. AID 488896;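 active = mean replicate inhibition of at least 70% and a set share of replicates each scoring 70 or more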;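 note: 0% = median of neutral control wells and 100% = median of positive control wells; values of inactives mirror those of a sister screen read the other way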
DAGLB inh = blocks human DAGLB lipase activity; HEK293T DAGLB membrane lysate, EnzChek fluorogenic substrate; inhibition, % at 5.17 µM; 340,000 compounds, 0.059% hits; in the data active = inhibition above about 34%;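 note: 0% = enzyme with vehicle and 100% = wells lacking enzyme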
Target sequence (Q8NCG7 whole entry, looked up): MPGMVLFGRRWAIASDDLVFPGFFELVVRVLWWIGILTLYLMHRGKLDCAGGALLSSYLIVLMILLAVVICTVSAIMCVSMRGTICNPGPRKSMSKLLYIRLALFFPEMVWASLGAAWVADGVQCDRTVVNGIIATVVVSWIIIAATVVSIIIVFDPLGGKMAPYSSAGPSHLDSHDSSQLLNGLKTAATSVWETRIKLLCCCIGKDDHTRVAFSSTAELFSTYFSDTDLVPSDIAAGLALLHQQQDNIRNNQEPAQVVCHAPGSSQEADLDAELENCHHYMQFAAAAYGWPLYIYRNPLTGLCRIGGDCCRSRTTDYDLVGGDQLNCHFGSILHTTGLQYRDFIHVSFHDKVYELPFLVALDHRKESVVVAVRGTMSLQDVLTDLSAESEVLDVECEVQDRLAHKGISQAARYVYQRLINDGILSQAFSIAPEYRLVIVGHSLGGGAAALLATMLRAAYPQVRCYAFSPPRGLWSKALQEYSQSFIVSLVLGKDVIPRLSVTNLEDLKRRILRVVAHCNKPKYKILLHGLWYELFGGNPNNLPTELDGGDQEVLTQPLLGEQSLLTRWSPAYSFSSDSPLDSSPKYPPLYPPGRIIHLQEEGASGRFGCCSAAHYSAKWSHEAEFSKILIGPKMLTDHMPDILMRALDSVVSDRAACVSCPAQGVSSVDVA
Cardiac RTF inh = cardiac RTF calcium desensitization; inhibition, % at 7.15 µM; 340,000 compounds, 0.12% hits; IANBD-labeled cardiac RTF, Ca2+ fluorescence;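 active = inhibition above the mean inhibition of all tested compounds plus 3 SD, cut at about 17% in these data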;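 note: assay run at fixed EC70 calcium of 1.6 mM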
* marks the source's active call; other numbers are inactive results; nt = not tested or not shown; & = joins results of further samples.

Start of the listing, in advance:
1	CC(C)CCNc1nc2ccccc2nc1NS(=O)(=O)c1cccs1
2	O=C(CCS(=O)(=O)c1ccc(F)cc1)Nc1nc(-c2ccncc2)cs1
Assay by compound	1	2
Keap1-Nrf2 PPI	0	2
PvdQ acylase	5	-10
NSD2 inh	-1	0
C-LANA FP	1.5	2.2
PKA-R2B act	-2	-3
SR-BI DiI-HDL act	11	0
Arrestin-AP2 inh	7	-7
SR-BI HDL uptake	-11	0
DAGLB inh	5	0
Cardiac RTF inh	5	-4

The listing, repeating the preview:
1	CC(C)CCNc1nc2ccccc2nc1NS(=O)(=O)c1cccs1
2	O=C(CCS(=O)(=O)c1ccc(F)cc1)Nc1nc(-c2ccncc2)cs1
3	CCOc1cc(C(=O)CCC(=O)OCC(=O)Nc2ccc(F)cc2)ccc1O
4	Cc1cccc(C)c1OCCCCN1CCNCC1
5	Cc1ccccc1NC(=O)Nc1ccccn1
6	O=C(CCN1C(=O)C2CC=CCC2C1=O)Nc1cc(C(F)(F)F)ccc1N1CCCC1 (centres undefined)
7	COc1ccc(OC)c(S(=O)(=O)NCC(=O)O)c1
8	O=S(=O)(c1cccc(C(F)(F)F)c1)N(CCCN1CCOCC1)Cc1cccs1
Assay by compound	1	2	3	4	5	6	7	8
Keap1-Nrf2 PPI	0	2	3	0	-6	5	2	1&-7
PvdQ acylase	5	-10	3	-13	-9	-7	-4	-4&-12
NSD2 inh	-1	0	-1	0	-2	1	-2	-7&4
C-LANA FP	1.5	2.2	-1.0	0.8	1.5	1.3	1.3	-1.4&2.2
PKA-R2B act	-2	-3	4	1	-3	-8	-3	10&-7
SR-BI DiI-HDL act	11	0	1	6	28	-20	14	-7&-5
Arrestin-AP2 inh	7	-7	22	-13	-2	-11	-6	3&-22
SR-BI HDL uptake	-11	0	-1	-6	-28	20	-14	7&5
DAGLB inh	5	0	-1	0	1	3	-2	0&-1
Cardiac RTF inh	5	-4	1	-6	-15	-3	-7	-1&-5

9	CN(C)Cc1c(C(=O)N/N=C/c2cccc3ccccc23)nnn1-c1nonc1N
10	CC(=O)Nc1ccc(Oc2ccc(S(=O)(=O)N3CCCC3)cn2)cc1
11	COc1ccccc1NS(=O)(=O)c1ccc(NC(=O)c2nc3nc(C)cc(C(F)F)n3n2)cc1
12	COCC(=O)N1CCC(Oc2ccc(C(=O)N3CCCCCC3)cc2)CC1
13	Cc1cccc(N2CCN(Cc3nc(-c4ccc(F)cc4F)oc3C)CC2)n1
14	O=C(NC1CCCCC1)c1ccc(-n2cncn2)c([N+](=O)[O-])c1
15	Nc1cccnc1-n1nc(C(F)(F)F)cc1C(F)(F)F
16	COc1ccc(-c2oc3ccccc3c(=O)c2OCC(=O)O)cc1
Assay by compound	9	10	11	12	13	14	15	16
Keap1-Nrf2 PPI	-3	1	-2	1	4	-1	-3	-6
PvdQ acylase	5	-8	-13	-16	9	-16	-7	8
NSD2 inh	-7	0	0	0	2	2	nt	-3
C-LANA FP	-1.1	-0.3	0.1	-1.7	0.7	0.2	1.3	-0.5
PKA-R2B act	-2	1	0	-11	4	0	-7	-11
SR-BI DiI-HDL act	-32	13	-20	-5	-26	-9	-3	12
Arrestin-AP2 inh	-1	35	-1	-13	4	-13	-25	19
SR-BI HDL uptake	32	-13	20	5	26	9	3	-12
DAGLB inh	0	3	2	0	-1	-2	-1	-6
Cardiac RTF inh	-9	-18	-3	-5	-4	-3	0	14

3 compounds from above, ordered by molar mass, lowest first.
7	COc1ccc(OC)c(S(=O)(=O)NCC(=O)O)c1
1	CC(C)CCNc1nc2ccccc2nc1NS(=O)(=O)c1cccs1
9	CN(C)Cc1c(C(=O)N/N=C/c2cccc3ccccc23)nnn1-c1nonc1N
Assay by compound	7	1	9
Keap1-Nrf2 PPI	2	0	-3
PvdQ acylase	-4	5	5
NSD2 inh	-2	-1	-7
C-LANA FP	1.3	1.5	-1.1
PKA-R2B act	-3	-2	-2
SR-BI DiI-HDL act	14	11	-32
Arrestin-AP2 inh	-6	7	-1
SR-BI HDL uptake	-14	-11	32
DAGLB inh	-2	5	0
Cardiac RTF inh	-7	5	-9

Additional compounds
17	COc1ccc(NC(=O)CN(C)CC(=O)Nc2cccc3ccccc23)c(OC)c1
18	CCC1(C)Cc2c(sc3nc(NC)n(C)c(=O)c23)CO1 (centres undefined)
19	C/C(CC(=O)Nc1ccc2c(c1)OCCO2)=N\NC(=O)Cc1ccccc1
20	Nc1cc(N)nc(SCC(=O)NNC(=O)Cc2ccccc2)n1
21	COc1ccc2c(c1)[C@H]1[C@H](CO2)[C@H](c2ccccc2)[C@]2(C)C(=O)Nc3ccc(Br)cc3C(=O)N12
22	COc1ccc2oc(=N)c(C(=O)Nc3ccccc3Cl)cc2c1
23	Cc1cccc(-c2nnc(SCCC(=O)N3CCOCC3)o2)c1
24	CCCOc1ccc(C2C3=C(Nc4nc(N)[nH]c(=O)c42)c2ccccc2C3=O)cc1 (centres undefined)
Assay by compound	17	18	19	20	21	22	23	24
Keap1-Nrf2 PPI	2	-5	2	-5	2	-4	-5	-3
PvdQ acylase	1	-11	-16	-5	13	-15	6	-19
NSD2 inh	1	0	8	-3	nt	1	-1	9
C-LANA FP	-0.3	-0.1	-0.6	0.2	-0.6	0.5	2.5	-0.8
PKA-R2B act	4	-7	-1	6	-8	-9	-7	1
SR-BI DiI-HDL act	-26	-10	nt	-6	-2	-72	24	nt
Arrestin-AP2 inh	27	3	-8	-25	-1	-4	-2	16
SR-BI HDL uptake	26	10	nt	6	2	72*	-24	nt
DAGLB inh	-5	-1	1	2	1	-5	-3	14
Cardiac RTF inh	-1	6	0	-4	-1	-5	4	-4

Profiles, quoted from the list.
COc1ccc2oc(=N)c(C(=O)Nc3ccccc3Cl)cc2c1 as listed: Keap1-Nrf2 PPI = -4; PvdQ acylase = -15; NSD2 inh = 1; C-LANA FP = 0.5; PKA-R2B act = -9; SR-BI DiI-HDL act = -72; Arrestin-AP2 inh = -4; SR-BI HDL uptake = 72*; DAGLB inh = -5; Cardiac RTF inh = -5
COc1ccc(NC(=O)CN(C)CC(=O)Nc2cccc3ccccc23)c(OC)c1 as listed: Keap1-Nrf2 PPI = 2; PvdQ acylase = 1; NSD2 inh = 1; C-LANA FP = -0.3; PKA-R2B act = 4; SR-BI DiI-HDL act = -26; Arrestin-AP2 inh = 27; SR-BI HDL uptake = 26; DAGLB inh = -5; Cardiac RTF inh = -1

(further entries)
25	Cc1cccc(NC(=O)/C(=C\c2ccco2)NC(=O)c2ccccc2)c1
26	O=C(NCCCN1CCN(c2cccc(Cl)c2)CC1)C1CCC(=O)N1Cc1ccccc1Cl (centres undefined)
27	Nc1ccc(C(=O)NCCCCCCNC(=O)c2ccc(N)cc2)cc1
28	C1COCCNCCOCCOCCN1
29	Cc1cccc2sc(N(CCCN3CCOCC3)C(=O)CS(=O)(=O)c3ccc(F)cc3)nc12
30	c1ccc2c(c1)CC1(CCCC1)N=C2N1CCOCC1
31	Cc1ccc(NC(=O)c2ccc(Nc3c([N+](=O)[O-])cc([N+](=O)[O-])cc3[N+](=O)[O-])cc2)cc1
32	Cc1cc(NC(=O)c2cc(C3CC3)on2)n(-c2ccccc2)n1
Assay by compound	25	26	27	28	29	30	31	32
Keap1-Nrf2 PPI	-6	-6	-3	-2	0	3	-2	2
PvdQ acylase	-14	-3	4	1	-8	-20	-11	-3
NSD2 inh	10	nt	0	0	0	7	2	nt
C-LANA FP	0.4	1.3	-8.9	-3.1	-1.4	-2.0	0.2	0.0
PKA-R2B act	-1	-2	-8	-5	8	-6	11	-2
SR-BI DiI-HDL act	-12	-10	17	9	10	29	-102	-14
Arrestin-AP2 inh	-1	4	22	-1	-4	-9	-7	12
SR-BI HDL uptake	12	10	-17	-9	-10	-29	102*	14
DAGLB inh	4	-1	2	2	-1	2	25	2
Cardiac RTF inh	-9	0	2	1	-8	-7	-6	-6

33	C=CCC1CCCCC12NC(=O)NC2=O (centres undefined)
34	CC(=O)OC[C@H]1O[C@@H](Oc2cc3ccc(=O)oc3cc2OC(C)=O)[C@H](OC(C)=O)[C@@H](OC(C)=O)[C@@H]1OC(C)=O
35	COc1ccc(C2c3ccc(O)cc3Oc3ncn4nc(-c5ccco5)nc4c32)cc1OC (centres undefined)
36	CC(Oc1ccc2ccc(=O)oc2c1)C(=O)NC1CCN(Cc2ccccc2)CC1 (centres undefined)
37	CCC(CO)Oc1cc(NCc2ccccc2O)c2ncn(C(C)C)c2c1 (centres undefined)
38	CN(C)c1ccc(O)c2c1CC1CC3[C@@H](N(C)C)C(=O)C(C(N)=O)=C(O)[C@]3(O)C(=O)C1=C2O (some centres undefined)
39	CCOC(=O)N1CCN(C(=O)c2ccc3c(c2)N(CC)CCS3)CC1
40	O=C(NCc1ccc2c(c1)OCO2)C1CCCN1C(=O)Nc1ccccc1 (centres undefined)
Assay by compound	33	34	35	36	37	38	39	40
Keap1-Nrf2 PPI	2	1	-1	1	-3	5	2	-5
PvdQ acylase	-13	-9	-1	4	-12	6	-9	-8
NSD2 inh	0	nt	-3	-2	nt	nt	nt	0
C-LANA FP	-0.4	-1.4	0.0	0.7	-0.9	77*	-0.2	1.0
PKA-R2B act	-9	-8	-2	3	10	3	4	-6
SR-BI DiI-HDL act	26	3	nt	2	2	6	-35	8
Arrestin-AP2 inh	-5	4	32	17	2	6	5	3
SR-BI HDL uptake	-26	-3	nt	-2	-2	16	35	-8
DAGLB inh	1	-3	-3	-2	6	8	-3	1
Cardiac RTF inh	2	0	-4	-3	8	8	-4	-2

41	COc1ccccc1NC(=O)c1cc(S(=O)(=O)N2CCCC2)cn1C
42	CC(=O)Nc1ccc(-c2csc(NC(=O)Cc3ccccc3F)n2)cc1
43	CN(c1ccc(OCC(=O)OCC(=O)Nc2ccccc2)cc1)S(=O)(=O)c1cccs1
44	COc1ccc(CN2CCNC(=O)C2CC(=O)N(C)Cc2nonc2C)c(F)c1 (centres undefined)
45	COc1ccc2nc(Nc3ccc4c(c3)OCO4)sc2c1
Assay by compound	41	42	43	44	45
Keap1-Nrf2 PPI	0	-2	-1	-5	0
PvdQ acylase	-3	-10	18	-10	4
NSD2 inh	nt	-2	-2	1	nt
C-LANA FP	-1.7	-0.7	1.4	-1.3	-0.4
PKA-R2B act	-13	-5	-1	-3	3
SR-BI DiI-HDL act	2	-26	-8	13	15
Arrestin-AP2 inh	22	18	0	-3	32
SR-BI HDL uptake	-2	26	8	-13	-15
DAGLB inh	-1	0	-1	-3	3
Cardiac RTF inh	-7	-7	7	0	0

Values in list order from the list:
C-LANA FP for entries 42–45 → -0.7, 1.4, -1.3, -0.4
